Screens (PubChem)
ADAM17 inh: ADAM17 inhibition, QFRET primary screen. recombinant ADAM17, EDANS/DABCYL FRET peptide cleavage. inhibition, % at 6.95 µM. actives 0.83% (n = 370,000). AID 720648;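 active = inhibition above the mean of compounds lying between control limits plus 3 SD, set per campaign, cut at about 8.5% in these data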;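 note: 0% = DMSO-only wells as the low control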
PLC-beta3 inh: blocks human PLC-beta3 enzyme activity; Q01970; Purified PLC-beta3, fluorogenic substrate, fluorescence; inhibition, % at 12.2 µM; actives 0.18% (n = 370,000); AID 720704; in the data active = inhibition above about 11%;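 note: 0% = median of compound wells on plate and 100% = full blocker control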
Tn7 DDE FP: DD(E)-Tn7 binding inhibition, primary FP screen; inhibition, % at 8.3 µM; FP displacement of FITC-Tn7 peptide from fibrin DD(E); 0% = median of compound wells per plate; P02675; actives 0.13% (n = 370,000);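 active = inhibition above the mean of compounds falling within the control limits plus 3 SD of them, cut at about 14% in these data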;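 note: 0% = plate median of compound wells and 100% = 10 µM Aha-Tn7 peptide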
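Measure: % inhibition scaled between sample-field median and high-control FP; Test system: human fibrin DD(E); Quantity: 2 µM final DD(E) protein; Doses: one dose, 8.3 µM nominal; Schedule: compound with protein 10 min, then 3 h after probe, room temperature; Detection: fluorescence polarization; Medium: Tris buffer with calcium and detergent, pH 7.8.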
MBD2 inh: blocks human MBD2 binding to methylated DNA | TR-FRET, MBD2 binding to methylated oligonucleotide | actives 0.31% (n = 370,000) | Q9UBB5 | inhibition, % at 4.4 µM; in the data active = inhibition above about 13%
ARFGAP1 inhibitor: inhibitors of rat ARFGAP1 | Q62848 | Arfgap1-stimulated ARF1 GTP hydrolysis, GDP FP detection | inhibition, % at 16.5 µM | actives 0.26% (n = 360,000);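 active = inhibition above a per-plate limit, mean inhibition of low control wells plus 3 SD, cut at about 25% in these data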;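 note: 0% = DMSO wells with enzyme and 100% = wells lacking Arfgap1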
Target sequence (Q62848 1-136 limits assumed): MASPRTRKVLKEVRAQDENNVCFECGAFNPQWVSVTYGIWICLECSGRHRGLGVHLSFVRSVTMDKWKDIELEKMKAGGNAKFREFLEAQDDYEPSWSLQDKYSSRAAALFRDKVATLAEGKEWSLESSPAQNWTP
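system = rat Arfgap1 catalytic domain, aa 1-136 | technique = FP, GDP Alexa 633 tracer displaced from anti-GDP antibody, 620/688 nm | compound = one concentration, 16.5 µM, DMSO 1.26% | medium = HEPES-based buffer, pH 7.5 | timing = compound-enzyme preincubation 20 min, reaction 120 min, detection 60 min, 25 °C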
UHRF1 MBD2 ctr: UHRF1 methyl-DNA binding inhibition; Q96T88; UHRF1 binding to methylated oligo, TR-FRET; inhibition, % at 4.4 µM; actives 0.75% (n = 370,000); in the data active = inhibition above about 21%;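 note: UHRF1 SRA domain binding a hemimethylated CpG hairpin DNA probe; 0% = median of test compound wells and 100% = reference inhibitor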
Target sequence (Q96T88 whole entry, looked up, the tested form may be a part): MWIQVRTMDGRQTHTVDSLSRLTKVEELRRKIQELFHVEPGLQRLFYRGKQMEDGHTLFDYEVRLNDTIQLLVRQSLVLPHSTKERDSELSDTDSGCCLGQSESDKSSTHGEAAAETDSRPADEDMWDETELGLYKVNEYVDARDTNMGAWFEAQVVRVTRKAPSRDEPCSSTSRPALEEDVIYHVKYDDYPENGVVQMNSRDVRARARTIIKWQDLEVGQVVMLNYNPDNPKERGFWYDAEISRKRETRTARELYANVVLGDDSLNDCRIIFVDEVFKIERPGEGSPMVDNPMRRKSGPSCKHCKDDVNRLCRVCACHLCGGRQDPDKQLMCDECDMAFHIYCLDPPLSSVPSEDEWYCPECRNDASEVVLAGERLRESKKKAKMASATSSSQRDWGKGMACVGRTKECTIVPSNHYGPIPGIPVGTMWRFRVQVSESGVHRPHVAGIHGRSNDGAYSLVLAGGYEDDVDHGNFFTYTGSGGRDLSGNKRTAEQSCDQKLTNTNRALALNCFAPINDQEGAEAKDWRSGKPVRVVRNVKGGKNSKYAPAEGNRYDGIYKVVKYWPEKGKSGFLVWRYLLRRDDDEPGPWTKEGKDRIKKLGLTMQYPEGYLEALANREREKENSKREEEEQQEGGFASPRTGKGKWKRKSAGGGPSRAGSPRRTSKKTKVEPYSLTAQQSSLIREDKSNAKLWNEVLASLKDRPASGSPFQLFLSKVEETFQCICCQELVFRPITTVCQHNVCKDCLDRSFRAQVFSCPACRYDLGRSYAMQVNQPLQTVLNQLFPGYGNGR
ASAP1 GAP inh: blocks human ASAP1-stimulated Arf1 GTP hydrolysis; Q9ULH1; GDP FP detection; inhibition, % at 16.5 µM; actives 0.19% (n = 360,000); in the data active = inhibition above about 25%;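 note: 0% = vehicle with enzyme and substrate and 100% = no enzyme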
proKLK7 act: activates the human kallikrein-7 zymogen; P49862; purified proKLK7, EDANS-DABCYL substrate fluorescence; 100% is mature enzyme control, 0% vehicle; activation, % at 7 µM; actives 0.9% (n = 370,000);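 active = activation above the mean of all tested compounds plus 3 SD, computed per campaign excluding outliers beyond control limits, cut at about 13% in these data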
PLC-gamma1 inh: inhibitors of human phospholipase C gamma1; P19174; purified PLC-gamma1, fluorogenic substrate, fluorescence; inhibition, % at 12.2 µM; actives 0.84% (n = 370,000); in the data active = inhibition above about 9.5%
Tn6 DDE FP: inhibitors of Tn6 peptide binding to human fibrin DD(E); P02675; Fibrin DD(E) TRITC-Tn6 fluorescence polarization displacement; inhibition, % at 8.3 µM; actives 0.21% (n = 370,000); AID 720509;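 active = inhibition above a per-campaign cutoff: mean of compounds within control limits plus 3 SD, cut at about 15% in these data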;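 note: 0% = median of all compound wells on the plate and 100% = blocking peptide control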
An asterisk follows results filed as active.

SMILES	ADAM17 inh	PLC-beta3 inh	Tn7 DDE FP	MBD2 inh	ARFGAP1 inhibitor	UHRF1 MBD2 ctr	ASAP1 GAP inh	proKLK7 act	PLC-gamma1 inh	Tn6 DDE FP
O=C(Nc1nnc(COc2ccc(Cl)cc2)s1)C1CCCO1 (configuration not stated)	1	-2	0	-2	11	-1	-16	-0.7	2	-6
CCCCn1nnnc1C(c1ccccc1)N1CCc2ccccc2C1 (configuration not stated)	2	5	5	-5	-5	-1	21	0.1	-1	9
CCOC(=O)c1sc(NC(=O)CSc2nc3c(c(-c4ccc(OC)cc4)c2C#N)CCCC3)c(C#N)c1C	4	8	6	-4	-9	4	-9	-0.4	2	-4
Cn1ccc(NC(=O)Nc2ccc(Cl)cc2)n1	-5	-8	0	-8	6	8	-8	-0.3	-1	4
C/C(=N\NC(=O)CC1N=C(Cc2ccccc2)NNC1=O)c1ccc(C)cc1 (configuration not stated)	-6	-6	-2	-1	-2	-3	-9	0.7	-3	3
O=C(O)c1cccc(NC(=S)N/N=C/c2ccccn2)c1	1	-3	9	-3	-4	-1	1	-0.3	1	2
Cn1cc(CNC(=O)C2c3ccccc3Oc3ccccc32)cn1	-4	0	-3	0	9	0	-5	-0.1	2	-1
O=C(COc1ccc(Cl)cc1)NCc1nnc(SCC(=O)NCC2CCCO2)o1 (configuration not stated)	1	3	-4	-6	0	1	3	-0.7	0	-9
Cc1ccc(OCc2ccc(C(=O)Nc3nc4ccccc4n3C)o2)c([N+](=O)[O-])c1	-7	-29	10	-6	-1	-3	10	0.7	-23	-2
CCOC(=O)Cn1nnnc1C(CC)N(Cc1cc2ccc(C)cc2[nH]c1=O)C1CCCC1 (configuration not stated)	-18	-288	-2	-6	-3	0	8	6.0	-237	-8
CCOCCCn1cnc2c([nH]c3cc(OC)ccc32)c1=O	-4	1	1	1	2	-2	0	0.0	-3	-2
COc1ccc(N2CCN(C(=S)Nc3ccc(C)cc3)CC2)cc1	3	-2	-3	-5	-5	-1	4	0.0	4	4
COC(=O)c1cccc(NC(=O)CSc2nc(=O)cc(N)n2-c2ccccc2)c1	0	-1	0	2	11	2	0	-0.1	0	3
C/C(=N\NC(=O)c1cccnc1)c1ccc(C)c([N+](=O)[O-])c1	1	-3	-1	-2	6	-1	-10	-0.1	-4	2
O=C(CC1C(=O)NCCN1Cc1ccccn1)NCCc1ccccc1F (configuration not stated)	-2	-27	1	3	-5	0	0	-0.1	-10	-4
CC1Cc2ccccc2N1C(=O)CCS(=O)(=O)c1ccc2c(c1)NC(=O)CS2 (configuration not stated)	-3	-12	-1	1	3	4	6	-0.6	-4	-2
O=c1oc(-c2cc3ccccc3o2)nc2sc3c(c12)CCCC3	-2	-42	0	-3	-2	1	-5	0.3	-36	2
COc1cc(/C=N/NC(=O)c2cccnc2)ccc1OCC(=O)Nc1c(C)cc(C)cc1C	-1	9	1	2	-4	6	-6	0.3	10*	1
Cc1ccc(NC(=S)N2CCN(C(=O)c3ccccc3)CC2)c(C)c1	-1	2	3	-1	9	-2	5	-0.6	0	0
CC[C@]12c3[nH]c4ccc(OC)cc4c3CCN1C(=O)C(CC(=O)NCCc1ccccn1)C[C@@H]2C(=O)N1CCN(C(=O)C2CC2)CC1 (some centres not stated)	-2	-5	3	2	-4	2	0	-0.7	-4	3
CCCCOc1ccc2c(c1)/C(=C(\C(Cl)=C(Cl)Cl)[N+](=O)[O-])N2	-20	-124	1	6	0	-2	-2	-3.8	-100	-6
COC(=O)c1c(NC(=O)CSc2ccccc2N)sc(C)c1C	2	-7	-1	2	2	-1	7	-0.7	-4	-1
O=C(O)CN(C1CCCCC1)S(=O)(=O)c1ccc(F)cc1	-4	-7	6	-4	9	0	0	0.5	1	-2
COCCC(=O)N1CCC(Oc2ccc(C(=O)NCCn3cccn3)cc2)CC1	6	-4	-4	-2	-8	3	-18	-0.4	9	-7

Eleven structures from above, ordered by number of heavy atoms, highest first.
SMILES	ADAM17 inh	PLC-beta3 inh	Tn7 DDE FP	MBD2 inh	ARFGAP1 inhibitor	UHRF1 MBD2 ctr	ASAP1 GAP inh	proKLK7 act	PLC-gamma1 inh	Tn6 DDE FP
CC[C@]12c3[nH]c4ccc(OC)cc4c3CCN1C(=O)C(CC(=O)NCCc1ccccn1)C[C@@H]2C(=O)N1CCN(C(=O)C2CC2)CC1 (some centres not stated)	-2	-5	3	2	-4	2	0	-0.7	-4	3
CCOC(=O)Cn1nnnc1C(CC)N(Cc1cc2ccc(C)cc2[nH]c1=O)C1CCCC1 (configuration not stated)	-18	-288	-2	-6	-3	0	8	6.0	-237	-8
Cc1ccc(OCc2ccc(C(=O)Nc3nc4ccccc4n3C)o2)c([N+](=O)[O-])c1	-7	-29	10	-6	-1	-3	10	0.7	-23	-2
COC(=O)c1cccc(NC(=O)CSc2nc(=O)cc(N)n2-c2ccccc2)c1	0	-1	0	2	11	2	0	-0.1	0	3
CC1Cc2ccccc2N1C(=O)CCS(=O)(=O)c1ccc2c(c1)NC(=O)CS2 (configuration not stated)	-3	-12	-1	1	3	4	6	-0.6	-4	-2
O=C(CC1C(=O)NCCN1Cc1ccccn1)NCCc1ccccc1F (configuration not stated)	-2	-27	1	3	-5	0	0	-0.1	-10	-4
Cc1ccc(NC(=S)N2CCN(C(=O)c3ccccc3)CC2)c(C)c1	-1	2	3	-1	9	-2	5	-0.6	0	0
COc1ccc(N2CCN(C(=S)Nc3ccc(C)cc3)CC2)cc1	3	-2	-3	-5	-5	-1	4	0.0	4	4
O=c1oc(-c2cc3ccccc3o2)nc2sc3c(c12)CCCC3	-2	-42	0	-3	-2	1	-5	0.3	-36	2
CCOCCCn1cnc2c([nH]c3cc(OC)ccc32)c1=O	-4	1	1	1	2	-2	0	0.0	-3	-2
O=C(O)CN(C1CCCCC1)S(=O)(=O)c1ccc(F)cc1	-4	-7	6	-4	9	0	0	0.5	1	-2

Just proKLK7 act, ARFGAP1 inhibitor and ADAM17 inh (2 entries from above):
Structure	proKLK7 act	ARFGAP1 inhibitor	ADAM17 inh
CCOC(=O)Cn1nnnc1C(CC)N(Cc1cc2ccc(C)cc2[nH]c1=O)C1CCCC1 (configuration not stated)	6.0	-3	-18
CCOCCCn1cnc2c([nH]c3cc(OC)ccc32)c1=O	0.0	2	-4

The list goes on:
SMILES	ADAM17 inh	PLC-beta3 inh	Tn7 DDE FP	MBD2 inh	ARFGAP1 inhibitor	UHRF1 MBD2 ctr	ASAP1 GAP inh	proKLK7 act	PLC-gamma1 inh	Tn6 DDE FP
CC1CC(C)CN(CCCNC(=O)c2ccc3c(c2)NC(=O)CS3)C1 (configuration not stated)	-4	-7	0	2	11	1	11	0.5	2	0
Cc1sc2ncnc(N3CCC(C(=O)Nc4ccccc4C(C)(C)C)CC3)c2c1C	-6	-10	-3	6	-4	1	11	1.2	-13	-3
CCCCCCn1cc(CN2CC(N3CCN(C4CCN(C)CC4)CC3)CS2(=O)=O)nn1 (configuration not stated)	-1	1	-3	7	-7	16	6	0.5	0	-7
COc1ccc(CNC(=O)N2CCc3nc(Nc4cc(OC)c(OC)c(OC)c4)ncc3C2)cc1	-5	0	1	4	13	3	-6	-0.2	-2	-14
COc1ccc(N2Cc3ccccc3C2=NC(=O)c2cncc(Br)c2)cc1	-3	-8	1	2	7	-3	6	0.5	-2	-5
CCc1ccc(NC(=O)COc2ccc(/C=C(/C#N)c3nc4ccccc4[nH]3)cc2OC)cc1	-12	-124	-4	-1	6	1	4	-15	-76	1
S=C(NCc1ccccc1)N1CCN(c2cccc(Cl)c2)CC1	4	5	-4	0	7	-2	24	-0.4	1	-7
Cc1nn(CCC(=O)NNC(=S)Nc2ccc([N+](=O)[O-])cc2)c(C)c1[N+](=O)[O-]	4	0	-1	-2	-8	-3	-4	0.5	0	-3
Cc1ccc(-c2nn[nH]n2)cc1	-3	0	-6	-3	2	-2	14	0.3	-1	-6
COC(=O)C(NC=O)C(O)(Cc1ccccc1)C(F)(F)F (configuration not stated)	0	2	-5	-2	14	-2	14	-0.3	3	1
CC(=O)Nc1cc(-c2ccc(C(=O)N3CCOCC3)cc2)cn2c(-c3ccccc3)cnc12	-16	-59	7	-3	5	-6	-5	-15	-48	1
COc1cnc(-c2ccccn2)nc1N(C)C	-8	-14	-7	6	-6	7	-5	3.2	-19	7
O=C(CS(=O)(=O)c1ccccc1)N1CCCCCC1	-1	2	-4	-4	3	-3	-17	0.1	1	2
Cn1c(=O)c2c(nc(CN3CCc4ccccc4C3)n2Cc2ccc(Cl)cc2)n(C)c1=O	0	0	0	-1	5	0	4	0.7	1	5
CCNS(=O)(=O)c1c(C)cc(C)c(N(C)S(=O)(=O)c2ccccc2)c1C	-2	-1	0	-2	4	3	4	-0.6	0	2
